High-throughput results: PubChem, Broad Institute
DENV2 CPE = inhibitors of DENV2 cytopathic effect; DENV2-infected cells, cytopathic effect rescue, plate reader; CPE inhibition, % at 9.99 µM; 350,000 tested, 1.7% active; in the data active = CPE inhibition above about 20%, passing the limit was not always enough; inconclusive = no clear call, values can overlap the other calls; tested in BHK-21 cells;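 note: 0% = median of neutral control wells and 100% = median of positive control wells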
FN deposition inh = fibronectin deposition inhibition; AH1F fibroblasts, Alexa488-fibronectin deposition fluorescence, overnight; inhibition, % at 12.6 µM; 350,000 tested, 0.086% active;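 active = mean inhibition across replicates of 30% or more, regardless of how many single replicates reach that level; inconclusive = mean under 30% yet at least half of replicates reach 30%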;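 note: positive control wells lacked labelled fibronectin entirely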
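Measured by – fluorescence 485/525 nm · System – AH1F fibroblast monolayer, labelled fibronectin deposition · Amount – 10000 cells per well · Buffer or medium – serum-reduced DMEM (2% serum) · Doses – single dose, pinned · Also added – fluorescent fibronectin at 24 nM final · Schedule – 1 h cell attachment, overnight exposure to compound and label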
INS-1E GSIS act = GLuc luminescence reporter in INS-1E cells, primary screen for activators of glucose-dependent secretion of insulin. AID 743287. INS-1E GLuc reporter insulin secretion, 2-3 h. 370,000 tested, 0.61% active. activation, % at 16.6 µM;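 active = lowest replicate activation of at least 40%, so every replicate reaches that level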;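 note: 0% = median of neutral control wells and 100% = median of IBMX positive control wells; some compounds called inactive have numbers as strong as hits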
EWS-Fli block = blocks EWS/Fli oncoprotein-driven transcription. A673 NR0B1-luciferase reporter, viability-normalised. inhibition, % at 12.6 µM. 350,000 tested, 0.67% active;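 active = mean inhibition of at least 50% after viability correction, with every replicate also passing that limit; inconclusive = mean reaches 50% but only one of two replicates passes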;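 note: firefly luciferase signal divided by Alamar Blue viability fluorescence both relative to DMSO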
PAX8 inh HTS = PAX8 transcriptional activity inhibition | RMG-I TPO-luciferase reporter, SteadyGlo, 24 h | inhibition, % at 12.6 µM | 360,000 tested, 1.2% active;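 active = mean replicate inhibition at least 60% with every replicate also reaching 60%; inconclusive = only one of the two criteria is met; inactive = mean below 60% and not all replicates reaching 60%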;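 note: luciferase light reporting Pax8 driven TPO promoter activity; plate controls were median of neutral control wells for no effect and mitoxantrone controls for full effect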
miR122 inh = inhibitors of miR-122 in Huh7 cells; Huh7 miR-122 Renilla luciferase sensor, 48 h; neutral wells = 0, positive control = 100; activation (reporter increase), % at 12.5 µM; 340,000 tested, 0.3% active; AID 602342;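 active = mean replicate activation score at least 90 and every replicate individually at or above 90; inconclusive = only one of the two criteria met; inactive = neither criterion met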;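 note: higher luciferase means less miR-122 activity so hits act as miR-122 inhibitors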
F508del corr = correctors of CFTR F508del function in bronchial epithelial cells | CFBE cells, YFP halide quenching; stimulated with forskolin plus potentiator P3; % fluorescence drop versus neutral controls | activity (quench increase), % at 7.58 µM | 350,000 tested, 0.36% active;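 active = mean added fluorescence quench of at least 8% versus neutral control, with both replicates also reaching 8%; inconclusive = only one of the mean or replicate conditions met; inactive = mean below 8% and not both replicates reaching 8%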;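 note: cells transiently co-express mutant CFTR-F508del with the halide-sensitive YFP; corrector assay measuring rescue of mutant channel to the surface after 24 h compound exposure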
* = called active by the depositor; ? = inconclusive; nt = no result given; & = joins results of further samples; [ ] = remark or other dose.

Molecule	DENV2 CPE	FN deposition inh	INS-1E GSIS act	EWS-Fli block	PAX8 inh HTS	miR122 inh	F508del corr
O=C(CCl)NCCCN(C(=O)C(Cl)Cl)c1ccc([N+](=O)[O-])cc1	-14.0	-9.8	-5.3	30.8	14.0	-5.5	-0.7
C[C@H]1CN([C@@H](C)CO)C(=O)Cc2cc(NS(=O)(=O)c3ccc(F)cc3)ccc2O[C@@H]1CN(C)C(=O)Nc1ccc(F)cc1	1.9	nt	-2.1	-6.1	nt	0.3[16.7 µM]	-0.3
CC(=O)Nc1ccc(NC(=O)C(C)OC(=O)c2ccc(S(=O)(=O)N3CCCCCC3)cc2)cc1 (stereo not given)	9.0	-15.8	nt	0.8	18.0	2.6	3.0
CN(Cc1nc(CCc2ccccc2)no1)Cc1cccs1	2.3	0.8	-8.4	-9.2	-38.9	-8.5	3.2
COCC(=O)N(C)C[C@H]1Oc2ncc(C#Cc3cccnc3)cc2C(=O)N([C@H](C)CO)C[C@H]1C	24.3*	-8.3	8.7	-0.1	nt	-5.7[16.7 µM]	3.3
CC(=O)c1cc2c(cc1N/C(=N/S(=O)(=O)c1ccccc1)c1ccc(Cl)cc1)OCO2	nt	1.5	-10.0	nt	32.2	13.3	nt
CCCCc1cc(=O)oc2cc(OC(C)C(=O)NCc3ccccn3)c(Cl)cc12 (stereo not given)	-5.4	1.8	-2.3	-1.0	-2.9	-5.3	2.5
CC(=O)N(C)C[C@H]1Oc2cc(Br)ccc2S(=O)(=O)N([C@H](C)CO)C[C@H]1C	-4.0	-0.7	10.1	-4.4	nt	-2.8[16.7 µM]	2.4
CCOC(=O)c1cc(=O)n(Cc2ccccc2C)c2ccccc12	-6.3	nt	-10.8	-2.2	nt	-2.5	1.0
CCCNC(=O)Nc1ccc2c(c1)C(=O)N(C)C[C@H](OC)[C@@H](C)CN(CCC)[C@H](C)CO2	1.7	-8.3	-3.7	-12.8	-12.0	nt	-0.4
COc1ccccc1C=NN=Cc1ccccc1O	0.3	-12.0	14.1	-25.1	-74.9	nt	2.2
COc1ccc(Nc2nc3ccc(C)cc3cc2C#N)c(OC)c1	?	3.0	nt	-16.6	-1.2	-3.2	nt
Cc1ccccc1-c1cnc2c(c1)C(=O)N([C@@H](C)CO)C[C@@H](C)[C@H](CN(C)CC1CCOCC1)O2	nt	nt	22.9	-5.5	nt	-3.3[16.7 µM]	1.6
O=C(CSc1nc(-c2ccccc2Cl)ns1)Nc1ccc2c(c1)OCO2	-4.2	3.3	17.3	-0.6	-27.1	5.5	nt
CCNS(=O)(=O)c1ccc(CCC(=O)N2CCN(C(=O)OCC)CC2)cc1	7.3	-6.1	4.7	6.8	38.5	-1.7	-1.4
CCc1ccc(N(C(=O)c2csnn2)C(C(=O)NC(C)(C)CC)c2cccnc2)cc1 (stereo not given)	9.0	-4.1	-15.7	1.1	16.7	nt	-0.5
COc1ccc(NC(=O)Nc2ccc3c(c2)CC(=O)N([C@@H](C)CO)C[C@H](C)[C@@H](CN(C)S(=O)(=O)c2c(C)noc2C)O3)cc1	-8.2	nt	-10.6	-7.6	-0.4	1.6[16.7 µM]	-3.3
C/C(CC(=O)Nc1ccc(C)c(Cl)c1)=N\NC(=O)c1ccncc1	18.6	-2.0	-14.2	0.3	28.6	nt	1.1
CO[C@@H]1CN(C)C(=O)c2ccc(NC(=O)c3cnccn3)cc2OC[C@H](C)N(CC2CC2)C[C@H]1C	-2.5	nt	10.1	-4.0	nt	nt	0.8
Cc1ccc(S/C(=N\S(=O)(=O)c2ccc(Cl)cc2)c2ccccc2)cc1	nt	-1.9	-10.5	nt	nt	-1.1	nt
Cc1ccc(S(=O)(=O)N[C@H]2CC[C@@H](CC(=O)NC3CCCCC3)O[C@@H]2CO)cc1	4.0	12.2	6.0	-1.2	-2.6	nt	0.7
O=C1C=C(NS(=O)(=O)c2ccccc2)C(=O)c2ccccc21	1.5	-0.5	nt	-22.7	20.4	1.6	1.1
CCc1nc2c(OCc3ccccc3)cccn2c1N(C)C(=O)COc1ccccc1	-0.5	10.8	-20.9	10.5	25.5	-4.7	-0.8
CCCCN(CCCC)CCCN1CC(=O)N2[C@@H](Cc3c([nH]c4ccccc34)C2(C)C)C1=O	15.0	-10.5	17.1	-5.0	8.7	nt	-0.5
CCc1nc2ccccc2nc1N1CCN(S(=O)(=O)c2ccc(Cl)cc2)CC1	-3.6	1.6	-14.7	3.8	1.6	nt	0.6
COc1cc(C(=O)Nc2nnc(C(F)(F)F)s2)c([N+](=O)[O-])cc1OC	-3.6	-5.4	-10.7	3.5	4.5	-5.0	0.8
COc1ccc2oc(=O)c(C(=O)Nc3cccc(C(C)=O)c3)cc2c1	-4.2	3.8	3.3	-59.4	-23.6	-12.6	1.5
COc1ccc2c3c([nH]c2c1)[C@@H](CO)N(C)CC31CCN(C(=O)CN(C)C)CC1	5.9	14.3	5.1	-3.5	nt	nt	-1.0
C[C@@H]1CN([C@@H](C)CO)C(=O)CCCn2cc(nn2)CO[C@H]1CN(C)S(=O)(=O)c1cccc(F)c1	0.6&-1.3&2.1	-1.4&5.6	3.5&-8.6	-7.4&-1.1&-6.0	-8.0&-2.6	-3.3	-3.1&-0.1&-0.6
CCCN(CCC)C(=O)c1ccc2nc(-c3ccc(OC)c(OC)c3)c(-c3ccc(OC)c(OC)c3)nc2c1	6.7	-9.8	-50.8	12.8	-12.6	18.0	-1.8

Continuation:
Molecule	DENV2 CPE	FN deposition inh	INS-1E GSIS act	EWS-Fli block	PAX8 inh HTS	miR122 inh	F508del corr
Nc1nnc(SCC(=O)OCC(=O)Nc2ccccc2)s1	nt	2.2	-4.6	5.5	12.3	nt	0.9
CCCN1C[C@H](C)[C@@H](OC)CN(C)C(=O)c2cc(NC(=O)c3cccc(OC)c3)ccc2OC[C@H]1C	nt	-3.7	-0.3	1.8	nt	-12.8[16.7 µM]	0.5
Cc1nc(C(F)(F)F)ccc1C(=O)N1CCC1(C)C(=O)NS(=O)(=O)c1ccc(C(C)(C)C)cc1 (stereo not given)	2.2	-8.0	-4.9	-1.6	8.9	-0.5	-3.0
CCOC(=O)N1CCN(C(=O)c2oc3ccc(S(=O)(=O)N4CCCCC4)cc3c2C)CC1	nt	1.3	-6.9	nt	nt	-5.5	nt
Cc1occc1C(=O)Nc1cccc2ccccc12	nt	-10.8	nt	nt	-193.9	-2.0	nt
CC(OC(=O)c1ccc(Br)c(S(=O)(=O)N2CCOCC2)c1)C(=O)NC1CCCCC1C (stereo not given)	1.6	0.5	-13.4	-0.6	-10.2	-3.4	3.2
COc1ccc(NC(=O)CCCN2C(=O)C3CC=CCC3C2=O)cc1 (stereo not given)	-4.3	-4.4	7.0	nt	-14.0	nt	1.2
CC(C)NC(=O)Nc1ccc2c(c1)C(=O)N([C@H](C)CO)C[C@H](C)[C@@H](CN(C)Cc1ccc(-c3ccccc3)cc1)O2	1.8	nt	-16.4	nt	3.0	-0.2[16.7 µM]	1.1
CCN(C[C@H]1N[C@H](CO)[C@H]1c1ccc(-c2ccc(F)cc2)cc1)C(=O)COC	-3.1	0.6	-9.2	-4.4	-19.8	-91.7[16.7 µM]	3.9
COc1cccc(-c2nn(C)c3sc(C(=O)NCc4ccc5c(c4)OCO5)cc23)c1	15.4	11.0	15.0	6.7	24.4	8.9	-2.5
Cc1c(Cl)cccc1NC(=O)CCC(=O)NNC(=O)c1ccco1	nt	-9.7	5.3	nt	nt	-1.7	nt
C[C@@H](NC(=O)C[C@H]1C[C@@H]2c3cc(NC(=O)C4CCC4)ccc3O[C@@H]2[C@@H](CO)O1)c1ccccc1	-3.4	-0.4	-6.1	-3.3	-0.4	-5.4[16.7 µM]	2.2
O=C(Cc1cccs1)Nc1cccc(-c2nc3cc4ccccc4cc3[nH]2)c1	2.9	0.5	-34.6	-67.6	15.9	nt	nt
O=C(NCCc1ccc(C(F)(F)F)cc1)C1CCC(=O)N(CCc2cccc(F)c2)C1 (stereo not given)	-5.4	3.5	-0.8	-18.4	-22.0	-2.1	-1.7
COc1cccc(/C=N/NC(=O)C(=O)N2CCCC2)c1O	nt	nt	-12.1	-33.1	nt	-5.6	-1.3
O=C(OCc1c(F)cccc1Cl)c1cnccn1	nt	-2.8	nt	nt	-7.6	-2.9	nt
CCCc1ccc(C(=O)NNc2cc(Cl)ccc2Cl)cc1	-13.6	-4.9	-15.7	4.1	-17.0	3.5	-0.4
Cc1ccc(S(=O)(=O)n2nc(C)c(S(=O)(=O)N3CCOCC3)c2C)cc1	-1.6	7.4	11.9	nt	5.2	-4.2	2.1
CCC(CC)C(=O)Nc1cccc(C(=O)NCCc2ccccc2)c1	-4.2	6.2	-14.2	-16.7	-39.5	nt	-1.3
N#Cc1ccc(-c2ccc3c(c2)[C@@H]2[C@@H](CCN2C(=O)C2CCC2)[C@@H](CO)N3)cc1	-15.0	2.6	4.8	2.4	nt	nt	0.6
CCOC(=O)c1oc2cc(C)cc(C)c2c1C	1.7	-0.7	4.5	6.4	-16.3	nt	2.9
CCCn1nc(NC(=O)c2cccs2)c2cc3cc(C)ccc3nc21	-0.5	1.0	-8.5	-17.4	-25.8	-7.4	-3.2
C/C=C/c1ccc2c(c1)O[C@H](CN(C)Cc1ccccn1)[C@@H](C)CN([C@H](C)CO)S2(=O)=O	0.2	nt	3.3	3.8	-0.6	11.0[16.7 µM]	-0.9
COc1ccccc1C(=O)NC(=O)COC(=O)c1cccc(OC(F)F)c1	-7.3	nt	7.5	1.5	-3.8	3.6	2.4
COc1ccc(N2CCN(C(=O)COC(=O)c3nc(Cl)ccc3Cl)CC2)cc1	-0.2	-6.1	nt	4.9	-5.8	-3.7	2.5
CC(=O)C(Sc1nc(N(C)C)nc(N(C)C)n1)C(=O)Nc1ccccc1 (stereo not given)	8.0	0.4	-15.6	-0.3	-3.0	-3.2	-0.2
O=C(c1cccc(F)c1)N1CC(=O)N2[C@H](CO)[C@H](c3ccc(-c4ccccc4F)cc3)[C@@H]2C1	4.1	nt	-23.2	7.5	-14.9	nt	1.5
COc1ccc(C=O)cc1COc1ccc(F)cc1F	nt	3.5	nt	nt	-28.2	-3.6	nt
CO[C@@H]1CN(C)C(=O)c2ccc(NC(=O)Nc3ccccc3F)cc2OC[C@H](C)N(C)C[C@H]1C	-1.8	9.0	21.3	-2.1	nt	-6.6[16.7 µM]	1.7
COc1cc(OC)cc(-c2nnc(SCC(=O)N3CCCCC3)o2)c1	3.4	-6.4	-1.1	-12.6	-3.5	-0.1	-2.9

Later entries.
Molecule	DENV2 CPE	FN deposition inh	INS-1E GSIS act	EWS-Fli block	PAX8 inh HTS	miR122 inh	F508del corr
O=C(O)C[C@H]1C[C@H]2c3cc(NC(=O)Nc4ccc(C(F)(F)F)cc4)ccc3O[C@H]2[C@@H](CO)O1	2.6	-5.4	0.4	-2.2	-4.1	2.4[16.7 µM]	1.2
Cc1ccc(C2(c3ccccc3)NC(=O)N(CC(=O)NC3CCCCC3)C2=O)cc1C (stereo not given)	-5.4	-2.9	-36.3	5.8	21.7	-7.4	-0.2
C=CCN(c1ccccc1OC)S(=O)(=O)c1cccc(C(=O)OCC(=O)N2CC(C)OC(C)C2)c1 (stereo not given)	15.6	0.9	-37.3	1.7	0.8	nt	-0.6
Cn1c(SCC(=O)NCc2ccc3c(c2)OCO3)ncc(C(=O)Nc2ccc(F)cc2)c1=O	1.5	11.3	3.8	-1.8	26.8	nt	-3.8
O=C(c1nc2ccccn2c1CNCCCn1nnc2ccccc21)N1CCOCC1	-2.1	12.9	0.0	4.0	17.8	2.2	-0.6
Cc1ccccc1Nc1nc(N)nc(COC(=O)[C@@H](NC(=O)c2ccco2)C(C)C)n1	-7.2	1.8	12.9	-6.6	12.3	nt	-2.7
COc1ccc(S(=O)(=O)N2CCC(C(=O)N3CCCCC3)CC2)cc1	-4.5	5.7	4.1	1.3	-5.7	2.7	-1.3
